Screening data: PubChem BioAssay, University of Kansas High Throughput Screening Laboratory
mHTT-CaM PPI inh = mutant huntingtin-calmodulin interaction inhibitors – biochemical, AlphaScreen, primary screen. P42858. AlphaScreen His-mHTT/GST-CaM binding, luminescence. inhibition, % at 15 µM. 190,000 compounds, 3.6% hits. AID 1671202, 2021;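 also: 0% = both proteins with DMSO and 100% = one protein alone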
Pf apPOL inh = Pf-apPOL inhibitors, biochemical, fluorescence; Plasmodium falciparum apicoplast DNA polymerase (apPOL); Recombinant Pf-apPOL, molecular beacon fluorescence, 1.5 h; inhibition, % at 10 µM; 210,000 compounds, 0.25% hits; AID 1794808, 2022
* hit, by the source's call; & = joins results of further samples. Rule as the data show it: active = inhibition above about 50%; inactive = the rest.

How did COc1ccc(CCNC(=O)CNc2ccccc2-c2nc3ccccc3[nH]c2=O)cc1OC do in these assays?
mHTT-CaM PPI inh: 5; Pf apPOL inh: -10

What do the screens show for `CCN(C(=O)CCN1C(=O)c2ccccc2C1=O)C1CCCCC1`?
mHTT-CaM PPI inh: -1; Pf apPOL inh: 4

Results for N#Cc1cc2[nH]c3ccccc3c2n(-c2ccc([N+](=O)[O-])cc2)c1=N ?
mHTT-CaM PPI inh: 12&5; Pf apPOL inh: -4&-6

How did COC(=O)c1cccc(NC(=O)NCc2ccccc2)c1C do in these assays?
Pf apPOL inh: -1&10

Results for O=[N+]([O-])c1cc(CN2CCCCC2)c2cccnc2c1O ?
mHTT-CaM PPI inh: 100*; Pf apPOL inh: 0

Results for CCc1noc(C2CCCCN2Cc2nc(-c3ccccn3)no2)n1 (configuration not stated) ?
mHTT-CaM PPI inh: 9; Pf apPOL inh: -2

What do the screens show for `COc1ccccc1CNC(=O)c1cccc(-c2ccccc2OC)n1`?
mHTT-CaM PPI inh: 0; Pf apPOL inh: -9

How did Nc1cc(C2CCN(C(=O)c3ccc(F)cc3)CC2)no1 do in these assays?
mHTT-CaM PPI inh: -11; Pf apPOL inh: 0

Results for Cn1cccc1Cc1nnc(SCC(=O)Nc2ccccc2F)n1CCc1ccccc1 ?
mHTT-CaM PPI inh: 14; Pf apPOL inh: 0

What do the screens show for `Cc1nc(CC(=O)Nc2ccc(F)cc2F)cs1`?
mHTT-CaM PPI inh: -4; Pf apPOL inh: -1

What do the screens show for `CCS(=O)(=O)Nc1ccc(C2=NN(S(=O)(=O)CC)C(c3cccs3)C2)cc1` (configuration not stated)?
mHTT-CaM PPI inh: 5; Pf apPOL inh: -120

What do the screens show for `Fc1ccc(-c2nnc(Cc3nc(-c4cccc(F)c4)no3)o2)cc1`?
mHTT-CaM PPI inh: -13; Pf apPOL inh: 1

How did OCCN(Cc1ccccc1)Cc1cccnc1 do in these assays?
mHTT-CaM PPI inh: 0; Pf apPOL inh: -7

What do the screens show for `COc1cccc2oc(SC)cc(=O)c12`?
mHTT-CaM PPI inh: 10; Pf apPOL inh: -15

Results for N#Cc1ccc2[nH]cc(C3c4cc(F)ccc4C=C(c4ccsc4)N3c3ccc(C#CCCO)cc3)c2c1 (configuration not stated) ?
mHTT-CaM PPI inh: 16; Pf apPOL inh: -3

What do the screens show for `c1ccc(C2CN(Cc3ccco3)C(c3ccccc3)O2)cc1` (configuration not stated)?
mHTT-CaM PPI inh: -1; Pf apPOL inh: -1

How did Cc1ccc(C2C3=C(CC(C)(C)CC3=O)OC3=C2C(=O)CC(C)(C)C3)s1 do in these assays?
mHTT-CaM PPI inh: -1

How did O=C(O)c1cccc(S(=O)(=O)N(CCO)CCO)c1 do in these assays?
mHTT-CaM PPI inh: -12; Pf apPOL inh: -6

What do the screens show for `O=C(CN1CCN(c2ccccc2)C1=O)Nc1cccnc1`?
mHTT-CaM PPI inh: -13; Pf apPOL inh: -3

Results for CC(C)(C)NC(=O)C(=O)NCC1CCN(C(=O)COc2ccccc2)CC1 ?
mHTT-CaM PPI inh: -12; Pf apPOL inh: -7

How did COc1ccccc1C(=O)N1CCCC1c1cc(C(C)C)no1 (configuration not stated) do in these assays?
mHTT-CaM PPI inh: -6; Pf apPOL inh: -6

What do the screens show for `CCOc1ccccc1CNC(=O)C1CCCN(c2nccc(C)n2)C1` (configuration not stated)?
mHTT-CaM PPI inh: -8; Pf apPOL inh: -2

How did CCOc1ccccc1Oc1c(C)oc2cc(O)ccc2c1=O do in these assays?
mHTT-CaM PPI inh: 0; Pf apPOL inh: -5

What do the screens show for `NS(=O)(=O)c1ccc(NC(=O)CCC2CCCC2)cc1`?
mHTT-CaM PPI inh: 8; Pf apPOL inh: -1

What do the screens show for `Cc1nc2cc(N=Cc3ccc(Br)cc3)ccc2n1C`?
mHTT-CaM PPI inh: 5; Pf apPOL inh: 53*

How did O=C(NC1CCCC1)c1c2c(nc3ccccc13)CCC2 do in these assays?
mHTT-CaM PPI inh: 17; Pf apPOL inh: -2

Results for CCCC1O[C@@H]2C[C@H]3[C@@H]4CCC5=CC(=O)C=C[C@]5(C)[C@H]4[C@@H](O)C[C@]3(C)[C@]2(C(=O)CO)O1 (some centres not stated) ?
Pf apPOL inh: 10

Results for O=C(Nc1ccc2c(c1)OCCCO2)Nc1csc2ccccc12 ?
Pf apPOL inh: -1

Results for CN(C(=O)CSc1nnc(-c2ccco2)o1)c1ccccc1 ?
mHTT-CaM PPI inh: 1; Pf apPOL inh: 3

How did c1ccc2c(CN3CCOCC3)ccnc2c1 do in these assays?
mHTT-CaM PPI inh: -1; Pf apPOL inh: 2

10 consecutive compounds from above, quoted:
What do the screens show for `O=C(CN1CCN(c2ccccc2)C1=O)Nc1cccnc1`?
mHTT-CaM PPI inh: -13; Pf apPOL inh: -3

Results for CC(C)(C)NC(=O)C(=O)NCC1CCN(C(=O)COc2ccccc2)CC1 ?
mHTT-CaM PPI inh: -12; Pf apPOL inh: -7

How did COc1ccccc1C(=O)N1CCCC1c1cc(C(C)C)no1 (configuration not stated) do in these assays?
mHTT-CaM PPI inh: -6; Pf apPOL inh: -6

What do the screens show for `CCOc1ccccc1CNC(=O)C1CCCN(c2nccc(C)n2)C1` (configuration not stated)?
mHTT-CaM PPI inh: -8; Pf apPOL inh: -2

How did CCOc1ccccc1Oc1c(C)oc2cc(O)ccc2c1=O do in these assays?
mHTT-CaM PPI inh: 0; Pf apPOL inh: -5

What do the screens show for `NS(=O)(=O)c1ccc(NC(=O)CCC2CCCC2)cc1`?
mHTT-CaM PPI inh: 8; Pf apPOL inh: -1

What do the screens show for `Cc1nc2cc(N=Cc3ccc(Br)cc3)ccc2n1C`?
mHTT-CaM PPI inh: 5; Pf apPOL inh: 53*

How did O=C(NC1CCCC1)c1c2c(nc3ccccc13)CCC2 do in these assays?
mHTT-CaM PPI inh: 17; Pf apPOL inh: -2

Results for CCCC1O[C@@H]2C[C@H]3[C@@H]4CCC5=CC(=O)C=C[C@]5(C)[C@H]4[C@@H](O)C[C@]3(C)[C@]2(C(=O)CO)O1 (some centres not stated) ?
Pf apPOL inh: 10

Results for O=C(Nc1ccc2c(c1)OCCCO2)Nc1csc2ccccc12 ?
Pf apPOL inh: -1

Further results
How did Cc1nc(C(=O)NCCN2CCCC2)c(C)o1 do in these assays?
mHTT-CaM PPI inh: -7; Pf apPOL inh: 3

Results for COc1ccc(CN2C(=O)c3ccccc3C2C(=O)NCc2cccnc2)c(OC)c1 (configuration not stated) ?
mHTT-CaM PPI inh: -3; Pf apPOL inh: 4

What do the screens show for `O=C(c1ccc2[nH]c(=O)oc2c1)c1ccc2[nH]c(=O)oc2c1`?
mHTT-CaM PPI inh: -2

What do the screens show for `COc1ccc2c(c1)C(=O)CC(O)(C(F)(F)F)O2` (configuration not stated)?
mHTT-CaM PPI inh: -7; Pf apPOL inh: -4

Results for CC(C)C(=O)N1CCN(c2cccc(F)c2)C(=O)C1C (configuration not stated) ?
mHTT-CaM PPI inh: -1; Pf apPOL inh: -4

What do the screens show for `CCOc1ccc(NS(=O)(=O)c2cc(C(=O)Nc3ccccc3C)ccc2C)cc1`?
mHTT-CaM PPI inh: 3; Pf apPOL inh: 0

How did Cc1[nH]nc(SCC(=O)Nc2ccc(F)c(Cl)c2)c1[N+](=O)[O-] do in these assays?
mHTT-CaM PPI inh: 3; Pf apPOL inh: -1

Results for CC(C)C(=O)Nc1c2c(nn1-c1ccc(Cl)cc1)CSC2 ?
mHTT-CaM PPI inh: -5; Pf apPOL inh: -6

What do the screens show for `Cc1ccc(C)c2sc(N(C)CC(=O)NCc3ccco3)nc12`?
mHTT-CaM PPI inh: 6; Pf apPOL inh: -8

Results for COc1ccc(/C=C/C(=O)NCC2(c3ccc(OC)c(OC)c3)CCOCC2)cc1OC ?
mHTT-CaM PPI inh: 12; Pf apPOL inh: 9

How did O=C1N=C(N2CCOCC2)S/C1=C/c1ccc(O)cc1 do in these assays?
mHTT-CaM PPI inh: 1; Pf apPOL inh: -3

Results for O=C(c1cc(C2CC2)on1)N1CCCC1c1ccc(F)cc1 (configuration not stated) ?
mHTT-CaM PPI inh: -11; Pf apPOL inh: -3

How did O=C(NCCCOc1cccc2cccnc12)c1ccc2c(c1)OCO2 do in these assays?
mHTT-CaM PPI inh: 7; Pf apPOL inh: -4

How did COc1ccc(/C=C/C2=NC(=C\c3cccc(OC)c3)/C(=O)O2)cc1 do in these assays?
mHTT-CaM PPI inh: 5; Pf apPOL inh: -2

Results for Cc1ccc(NC(=O)Cn2c(C)nc3c(c2=O)CCN(Cc2ccccc2)C3)cc1C ?
mHTT-CaM PPI inh: 3; Pf apPOL inh: -6

What do the screens show for `CC(C)CNC(=O)N1CCc2nc(-c3ccccc3)ncc2C1`?
mHTT-CaM PPI inh: -11; Pf apPOL inh: -1

How did O=C(CN1CCN(S(=O)(=O)c2ccc(Br)cc2)CC1)Nc1ccc2cn[nH]c2c1 do in these assays?
mHTT-CaM PPI inh: -10; Pf apPOL inh: -4

How did Cc1ccc(S(=O)(=O)N2CCC(c3nc(CNC(=O)C4CC4)cs3)CC2)cc1 do in these assays?
mHTT-CaM PPI inh: 3; Pf apPOL inh: -6

Results for Clc1cc(C=Nc2cccnc2)c(Cl)s1 ?
Pf apPOL inh: 4

What do the screens show for `O=C(NC1CCCCC1)N1CCCCC1c1nncn1CC1CC1` (configuration not stated)?
mHTT-CaM PPI inh: -6; Pf apPOL inh: -7

How did Cc1cc(C)c(NC(=O)c2cc3cc(Br)ccc3oc2=O)c(C)c1 do in these assays?
mHTT-CaM PPI inh: 1; Pf apPOL inh: 0

Results for COc1ccc2oc(=O)c(-c3nc4ccccc4s3)cc2c1 ?
mHTT-CaM PPI inh: -2; Pf apPOL inh: -1

How did N#Cc1ccc(C(=O)N2CCC(COc3ccc(C(=O)N4CCCCC4)cc3)CC2)cc1 do in these assays?
mHTT-CaM PPI inh: -7; Pf apPOL inh: -7

What do the screens show for `CC1CCCN(S(=O)(=O)c2ccc(C(=O)Nc3nnc(C4CC4)o3)cc2)C1` (configuration not stated)?
mHTT-CaM PPI inh: 30; Pf apPOL inh: -8

How did Cc1ccc(C)c(Cc2c(C)nc3c(C(=O)NCCC(C)C)cnn3c2C)c1 do in these assays?
mHTT-CaM PPI inh: 3; Pf apPOL inh: 0

Results for CC1CCCN(C(=O)c2cccnc2N2CCOCC2)C1 (configuration not stated) ?
mHTT-CaM PPI inh: 3; Pf apPOL inh: -5

How did C/C(=N/Nc1nnc(C)c(=O)[nH]1)C(=O)O do in these assays?
mHTT-CaM PPI inh: active

How did O=C(CSc1nnc(-c2ccco2)o1)NC1CCCCC1 do in these assays?
mHTT-CaM PPI inh: 1; Pf apPOL inh: -3

What do the screens show for `COc1ccc(OCCSc2nc3ccccc3n2CC(N)=O)cc1`?
mHTT-CaM PPI inh: 33; Pf apPOL inh: 2

What do the screens show for `CCCOc1ccc2c(c1)C(=O)c1cc(OCCC)ccc1-2`?
mHTT-CaM PPI inh: 26; Pf apPOL inh: 8

How did O=C(NC1CC1)c1ccc(OCC2CCN(C(=O)c3ccc(Cl)cc3)CC2)cc1 do in these assays?
mHTT-CaM PPI inh: 14; Pf apPOL inh: -2

How did CC(C)=C1Oc2cc(O)ccc2C1=O do in these assays?
mHTT-CaM PPI inh: -1; Pf apPOL inh: -1

What do the screens show for `COCCNC(=O)C1c2cc(OC)c(OC)cc2C(=O)N(C)C1c1cccs1` (configuration not stated)?
mHTT-CaM PPI inh: 0; Pf apPOL inh: 1

Results for Cc1ccc(CN2C(=O)NC3(CCN(C(=O)c4ccc(C#N)cc4)CC3)C2=O)cc1 ?
mHTT-CaM PPI inh: 3; Pf apPOL inh: -5

How did COc1ccc(C(=O)Nc2ccc3nn(-c4ccccc4)nc3c2)cc1OC do in these assays?
mHTT-CaM PPI inh: 1; Pf apPOL inh: -8

What do the screens show for `O=C(NCc1cc(F)cc(F)c1)c1ccc(-c2cncnc2)nc1`?
mHTT-CaM PPI inh: -1; Pf apPOL inh: -1

How did O=C1c2ccc(Oc3ccc4c(c3)C(=O)N(c3nccs3)C4=O)cc2C(=O)N1c1nccs1 do in these assays?
mHTT-CaM PPI inh: 1&-4; Pf apPOL inh: -7&-5

How did COc1ccc(OC)c(NC(=O)C2c3ccccc3C(=O)N3CCc4ccccc4C23)c1 (configuration not stated) do in these assays?
mHTT-CaM PPI inh: 16; Pf apPOL inh: -7

What do the screens show for `O=C(Nc1ccccc1C(F)(F)F)N1CCCC1c1nc(-c2ccc(F)cc2F)no1` (configuration not stated)?
mHTT-CaM PPI inh: -7; Pf apPOL inh: -16

How did COc1ccc(C2CC(c3ccc(Cl)cc3)Nc3ncnn32)cc1OC (configuration not stated) do in these assays?
mHTT-CaM PPI inh: 21; Pf apPOL inh: -3

Results for CCn1cc(C(=O)O)c(=O)c2cc(F)c(N3CCN(C(=O)c4ccccc4Cl)CC3)cc21 ?
mHTT-CaM PPI inh: -4; Pf apPOL inh: 6

What do the screens show for `COc1ccc(NC(=O)CCC2CCCCC2)c(OC)c1`?
mHTT-CaM PPI inh: -7; Pf apPOL inh: -3

How did COC(=O)N1CCc2ccccc2C1C(=O)N1CCN(C(=O)C2CCCO2)CC1 (configuration not stated) do in these assays?
mHTT-CaM PPI inh: -4; Pf apPOL inh: 2

What do the screens show for `O=C(O)CCCC(=O)Nc1nccs1`?
mHTT-CaM PPI inh: 3; Pf apPOL inh: 6

Results for Cn1cnnc1SCc1ccccc1[N+](=O)[O-] ?
Pf apPOL inh: -12

Results for COc1ccc(C(=O)CC2OC(=O)c3c2ccc(OC)c3OC)cc1 (configuration not stated) ?
mHTT-CaM PPI inh: 1; Pf apPOL inh: 0

What do the screens show for `CC1=C(Sc2ccc([N+](=O)[O-])cc2)C(c2ccccc2)C(C#N)=C(N)O1` (configuration not stated)?
mHTT-CaM PPI inh: 39; Pf apPOL inh: -2

How did Cc1noc(C2CN(C(=O)CCC3CCCC3)CC23CCOCC3)n1 (configuration not stated) do in these assays?
mHTT-CaM PPI inh: 3; Pf apPOL inh: 1

A portion of the library; the hit share may differ from the screen's.
